Screens (PubChem)
E-sel TNF inh – TNF alpha driven E-selectin expression inhibition; HUVEC TNFa-induced E-selectin immunofluorescence, high content; inhibition, % at 2 µM; actives 0.71% (n = 120,000); AID 1246;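 active = inhibition above the batch mean plus 3 SD, and confirmed as a hit on visual image review, cut at about 43% in these data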;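 note: 0% = TNF-stimulated DMSO wells and 100% = unstimulated control wells; not every result past the cut was called active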
bCat KO growth – beta-catenin-lacking colon tumor cell growth suppression; HCT116 beta-catenin knockout viability, CellTiter-Glo, 60 h; active compounds read low; viability, % at 10 µM; actives 1.5% (n = 140,000);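 active = viability at or under a set limit, the compound median less 4 SD, cut at about 6% in these data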;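 note: 0% = Hyamine 1622 control at 20 µM and 100% = untreated cell control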
GALR2 antag – blocks the human galanin receptor 2. O43603. GALR2-expressing cells, antagonist mode. inhibition, % at 4 µM. actives 0.39% (n = 140,000). AID 828; in the data active = inhibition above about 27%;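 note: cells stimulated with galanin 1-16 at roughly its EC80; 0% = agonist challenge control and 100% = basal control without agonist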
Target sequence (O43603 whole entry, looked up): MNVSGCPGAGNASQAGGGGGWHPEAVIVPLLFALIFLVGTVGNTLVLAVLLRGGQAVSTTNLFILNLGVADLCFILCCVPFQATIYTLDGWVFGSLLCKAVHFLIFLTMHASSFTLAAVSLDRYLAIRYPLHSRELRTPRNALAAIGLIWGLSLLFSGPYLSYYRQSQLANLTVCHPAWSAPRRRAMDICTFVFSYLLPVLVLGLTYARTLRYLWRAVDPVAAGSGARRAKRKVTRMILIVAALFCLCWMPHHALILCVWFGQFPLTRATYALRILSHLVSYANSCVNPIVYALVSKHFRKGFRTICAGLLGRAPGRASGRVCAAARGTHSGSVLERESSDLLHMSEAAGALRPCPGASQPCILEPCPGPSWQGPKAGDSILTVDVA
Measles CPE – protection of cells from measles virus | Measles virus-infected cells, CPE protection, absorbance | protection (pct of control), % at 4 µM | actives 1.5% (n = 140,000) | AID 841; in the data active = protection mostly above about 24%, no sharp cut-off; inactive = mostly below about 26%; note: some compounds called inactive have numbers as strong as hits
Yeast growth inh – reduces growth of yeast BB579 in restrictive medium | S. cerevisiae BB579 growth, OD615, 48 h | inhibition, % at 10 µM | actives 0.51% (n = 140,000) | AID 804;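 active = inhibition above a set limit, 3 SD over the mean compound inhibition, cut at about 44% in these data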; note: inactives centre near -24
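Test system: S. cerevisiae DeaD strain BB579 yeast; Medium: restrictive CSMM-D medium; Compound: one dose, 10 µM compound with 0.25% DMSO; Incubation: 4 h cell preincubation, 48 h compound exposure, 30 °C humidified; Signal: OD at 615 nm; Benchmarks: amphotericin B at 10 µg/mL as positive control.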
Yeast life ext – yeast lifespan extension | S. cerevisiae growth with nicotinamide, OD615; deaD strain in restrictive glucose medium | inhibition of the nicotinamide effect, % at 10 µM | actives 0.68% (n = 130,000) | AID 775;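 active = inhibition above a set limit, placed 3 SD over the median of all compounds, cut at about 26% in these data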;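 note: 0% = nicotinamide-treated wells and 100% = cells grown without nicotinamide; some compounds called inactive have numbers as strong as hits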
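Assay system: DeaD-strain S. cerevisiae. Medium: CSMM-D glucose medium, restrictive. Reagent: nicotinamide, 1.5 mM, co-present with compound. Compound: 10 µM single point, 0.25% DMSO. Schedule: culture preincubation 4 h, compound exposure 48 h, both 30 °C. Detection: absorbance at 615 nm.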
NPY-Y2 antag – blocks the human neuropeptide Y Y2 receptor; P49146; NPY-Y2 expressing cells, antagonist mode; inhibition, % at 2.7 µM; actives 0.99% (n = 140,000); AID 793; in the data active = inhibition above about 17%;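 note: 0% = vehicle with agonist challenge and 100% = reference antagonist with challenge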
Target sequence (P49146 whole entry, looked up): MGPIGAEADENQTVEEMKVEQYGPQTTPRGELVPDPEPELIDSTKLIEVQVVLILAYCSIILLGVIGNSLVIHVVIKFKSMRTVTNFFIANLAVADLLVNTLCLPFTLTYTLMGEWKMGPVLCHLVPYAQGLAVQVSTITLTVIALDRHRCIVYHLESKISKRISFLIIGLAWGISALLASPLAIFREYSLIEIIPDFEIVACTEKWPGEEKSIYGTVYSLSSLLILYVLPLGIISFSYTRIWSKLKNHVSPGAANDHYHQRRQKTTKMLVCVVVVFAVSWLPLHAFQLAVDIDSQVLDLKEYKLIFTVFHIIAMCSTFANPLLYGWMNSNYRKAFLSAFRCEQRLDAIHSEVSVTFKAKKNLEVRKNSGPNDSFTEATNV
PTEN del growth – growth suppressors of cells with PTEN tumor suppressor deletion | HCT116 PTEN-null viability, CellTiter-Glo, 60 h; active compounds read low | viability, % at 10 µM | actives 1.2% (n = 140,000) | AID 827;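 active = viability at or below a set limit, 4 SD under the median of all tested compounds, cut at about 3.7% in these data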;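 note: PTEN knockout HCT116 line with beta catenin targeted HCT116 as companion control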
MRP-1 activ – MRP-1 activation. H69AR cells + doxorubicin, viability rescue, CellTiter-Glo. viability increase, % at 10 µM. actives 0.61% (n = 140,000). AID 799;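 active = viability gain under doxorubicin at or above a set limit, the compound median plus 3 SD, cut at about 4.7% in these data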;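 note: MRP-1 overexpressing cells given doxorubicin 25 µM after compound pretreatment; 18-22 h compound pretreatment then 72 h with doxorubicin before readout; 0% = doxorubicin-only wells and 100% = vehicle-treated cells without doxorubicin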
Phagocytosis inh – inhibitors of macrophage phagocytosis. J774A.1 macrophage IgG-bead phagocytosis, imaging. inhibition, % at 5 µM. actives 0.07% (n = 110,000). AID 1029;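 active = inhibition above the mean of the plate negative controls plus 5 SD, cut at about 13% in these data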;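 note: phagocytic index as fraction of beads internalized from green versus red external bead signal; plate controls were DMSO negative control for no effect and cytochalasin-D positive control for full effect; some results beyond the cut were filed as inactive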
The depositor's hits bear a star; . = not tested or not shown.

SMILES	E-sel TNF inh	bCat KO growth	GALR2 antag	Measles CPE	Yeast growth inh	Yeast life ext	NPY-Y2 antag	PTEN del growth	MRP-1 activ	Phagocytosis inh
CCCCN(C)S(=O)(=O)c1ccc(C(=O)N=c2sc3cc(NC(C)=O)ccc3n2C)cc1	.	83	-2	7	1	3	1	62	-3.3	-11
Cc1cc(-c2nn(-c3ccccc3)cc2/C=C2\SC(N)=NC2=O)ccc1OC(C)C	.	21	5	20	-48	0	1	16	-4.2	-3
C=CCn1c(CSCc2ccccc2)nnc1SCC(=O)NCc1ccccc1	-63	87	-2	6	-25	4	5	93	-1.9	.
CC(C)c1nnc(SCC(=O)NCc2ccco2)n1C	-20	101	-7	2	-10	-9	1	101	0.0	3
N=c1c(S(=O)(=O)c2ccccc2)cc2c(=O)n3ccccc3nc2n1Cc1ccco1	.	7	3	28	-39	-23	3	4	-4.6	0
Cc1cccnc1NC(=O)Cn1nc(-c2ccccc2)oc1=S	.	86	20	3	-16	-1	7	90	0.3	.
C/C(CC(=O)NCc1ccco1)=N\NC(=O)COc1ccc(C)cc1	27	104	1	12	-6	-7	0	107	-3.0	-4
CC(=O)NC12CC3CC(C1)CC(C(=O)OCC(=O)c1ccc4c(c1)OCCO4)(C3)C2	1	91	-11	13	-27	-5	1	85	-3.7	1
CCCCN(C(=O)CNC(=O)c1cccs1)C(C(=O)NC1CCCCC1)c1cccnc1 (centres undefined)	-10	88	-8	8	-1	.	4	88	-2.8	.
O=C(C(c1ccccc1)c1ccccc1)N1CCN(Cc2ccccn2)CC1	-33	102	3	12	-11	-6	0	99	-0.5	-1
Cc1ccc(CNC(=O)C(CCC(N)=O)NC(=O)OCc2ccccc2)cc1 (centres undefined)	-4	98	21	6	-6	2	2	98	-0.9	-1
COc1ccccc1N1CCN(c2cc(=O)n(Cc3ccc(F)cc3)c(=O)[nH]2)CC1	.	36	8	3	-13	-5	-1	34	-2.9	.
Cc1cc(C)n2c(SCC(=O)Nc3ccc(Cl)cn3)nnc2n1	.	122	21	3	-69	-10	2	100	1.2	.
CCn1nc(C)c(Oc2ccccc2O)c1C	53	91	-4	5	-11	-2	4	95	-1.6	1
Nc1nc(SCC(=O)Nc2ccccc2Oc2ccccc2)n[nH]1	20	90	-7	10	-15	-2	4	90	-0.8	7
COc1cccc(-c2nnc(SCCOc3ccc4c(C)cc(=O)oc4c3)o2)c1	-3	106	-6	10	-79	-10	1	109	-0.1	0
CS(=O)(=O)N1CCN(C(=O)NC23CC4CC(CC(C4)C2)C3)CC1	-19	102	-10	4	-30	5	-1	103	-1.7	-2
COCCNC(=O)CSc1ncnc2sccc12	.	101	8	4	-36	-11	-3	108	-0.5	.
Cc1c(C(=O)NC(C)c2ccccc2)c(-c2ccccc2)nn1-c1ccccc1 (centres undefined)	5	103	-13	33	-16	-8	-2	99	1.9	.
O=[N+]([O-])c1ccc(N/N=C2/CCCCC2c2ccccn2)c([N+](=O)[O-])c1 (centres undefined)	.	80	-7	26	-27	-6	2	76	-4.1	-5
CCOc1ccc(OCC)c(NC(=O)C2CCCN(S(=O)(=O)c3c(C)noc3C)C2)c1 (centres undefined)	-9	18	0	1	-42	-4	0	22	-4.5	0
COCCCNC(=O)C1CCCN(S(C)(=O)=O)C1 (centres undefined)	16	95	6	12	-33	6	0	89	-0.2	3
O=C(C1CCC1)N1CCc2cc(S(=O)(=O)N3CCN(c4ccccn4)CC3)ccc21	39	75	-5	7	-38	2	5	69	-4.6	1
Cc1csc2ncc(C(=O)N(Cc3ccccc3)c3ccccn3)c(=O)n12	.	100	19	1	-25	-6	2	100	-2.8	0
COc1ccc(OCCCC(=O)Nc2cccc([N+](=O)[O-])c2C)cc1	.	80	-10	14	-23	-5	2	86	-0.3	-11
CCC(=O)Oc1ccc2c(=O)c(-c3ccc4ccccc4n3)c(CC)oc2c1C	.	87	10	9	6	2	3	87	-1.4	-9
N#Cc1cc(-c2ccccc2)cnc1Sc1ccc(Cl)cc1	-33	68	8	2	-30	-1	4	74	-5.0	-2
O=C(NCCc1ccccc1)c1ccccc1NC(=O)C1CC=CCC1C(=O)O (centres undefined)	.	85	-1	20	-23	2	1	88	-3.7	-4
COc1ccccc1NC(=S)N(CCc1c(C)[nH]c2ccccc12)Cc1cccs1	.	61	13	3	-15	-4	1	61	-4.0	1
N#Cc1c2c(c(NCCN3CCOCC3)n3c1nc1ccccc13)CCCC2	10	76	9	25	-52	4	-1	81	-4.5	-3
CCOc1ccc(N=Cc2c(O)cc(C)oc2=O)cc1	-4	98	6	8	40	-8	1	93	-2.1	-1
COC(=O)c1ccc(COC(=O)c2ccccc2OC)cc1	.	93	3	3	-6	-8	0	95	-1.5	-6
COc1cccc(C(=O)O/N=C(\N)c2ccncc2)c1	.	100	1	4	6	-25	2	97	-1.2	.
COC(=O)C1=NN(C(=O)c2ccc(Cl)cc2)C(O)(c2ccccc2)C1 (centres undefined)	27	114	1	33	-12	-1	5	95	-0.2	-3
COc1ccc2[nH]c(=O)c(CN(Cc3ccco3)C(=O)c3ccccc3)cc2c1	-36	79	6	6	-61	-17	1	84	-2.4	-1
CCC(C)C1C(C#N)=C(N)Oc2n[nH]c(-c3ccccc3)c21 (centres undefined)	6	90	5	0	-4	-3	3	91	-1.7	-2
COc1cc(C(=O)NCC(=O)n2nc(C)cc2C)cc(OC)c1OC	.	94	-4	10	-42	-1	4	112	-0.3	-2
Cc1nc(CCNC(=O)Cc2ccccc2)cs1	.	96	1	7	-8	1	-1	117	-0.1	0
COc1cc2c(cc1OC)C(c1ccc(N(C)C)cc1)CC(=O)N2 (centres undefined)	13	88	6	2	-13	-29	-1	101	-5.3	2
Cc1cc(-c2ccco2)n(-c2ccccc2)n1	-3	98	12	14	-26	-8	3	87	-3.8	0
CCCCSc1nnc(-c2ccc(C)cc2)c2ccccc12	.	64	9	14	-65	3	18*	54	1.2	0
CC(=O)c1cn(CCCCCCCn2cc(C(C)=O)c(=O)[nH]c2=O)c(=O)[nH]c1=O	-9	92	6	16	-61	7	1	100	-0.5	-3
CCOC(=O)CSc1nnc(Cc2ccccc2)n1CC1CCCO1 (centres undefined)	6	99	-4	7	-25	-4	4	92	0.2	-2
COc1ccc(-c2cc(C(=O)n3cnc4ccccc43)c3ccccc3n2)cc1	-23	94	-10	3	-28	-34	59*	80	-3.9	0
O=C(CN1CCN(CC(=O)c2ccc(F)cc2)CC1)Nc1ccccc1Cl	.	91	-2	15	-24	-3	7	106	-1.2	.

Filtered by structure: the entries above containing a thiophene ring, fused or not (3)
SMILES	E-sel TNF inh	bCat KO growth	GALR2 antag	Measles CPE	Yeast growth inh	Yeast life ext	NPY-Y2 antag	PTEN del growth	MRP-1 activ	Phagocytosis inh
CCCCN(C(=O)CNC(=O)c1cccs1)C(C(=O)NC1CCCCC1)c1cccnc1 (centres undefined)	-10	88	-8	8	-1	.	4	88	-2.8	.
COCCNC(=O)CSc1ncnc2sccc12	.	101	8	4	-36	-11	-3	108	-0.5	.
COc1ccccc1NC(=S)N(CCc1c(C)[nH]c2ccccc12)Cc1cccs1	.	61	13	3	-15	-4	1	61	-4.0	1

The results go on:
SMILES	E-sel TNF inh	bCat KO growth	GALR2 antag	Measles CPE	Yeast growth inh	Yeast life ext	NPY-Y2 antag	PTEN del growth	MRP-1 activ	Phagocytosis inh
COc1ccc(-c2cc(-c3nnc(COC(=O)CC4CC5CCC4C5)o3)c3ccccc3n2)cc1OC (centres undefined)	7	90	-5	4	-25	1	0	81	-1.2	-13
Cc1cnc(C(=O)OCC(=O)Nc2cccc(S(=O)(=O)N3CCCCC3)c2)cn1	.	94	-7	4	-24	-2	1	97	-0.8	-9
Cn1nnnc1SCCNCc1ccccc1F	-1	94	-14	0	29	-1	2	93	0.7	2
Fc1c(F)c(F)c(CSc2nc3ccccc3[nH]2)c(F)c1F	-1	98	-4	-1	2	-16	2	94	-0.2	-1
Cc1cc(-c2ccccc2)n(-c2ccc(C(N)=O)cc2)n1	-2	99	3	13	-27	-4	3	90	-1.6	-6
Clc1ccc(-c2nnc3n2CCCCC3)cc1	-11	98	4	79*	-50	-11	2	102	-0.3	-1
O=C(COC(=O)CNC(=O)C1CCCCC1)Nc1ccc2ccccc2c1	-8	91	-5	19	-30	-2	5	99	0.2	0
COc1ccccc1/C=C/C=N/N1CCN(Cc2ccc(Cl)cc2)CC1	11	99	-4	8	-12	-13	7	92	-1.1	.
CCn1c(SCC(=O)N2CCN(c3ccccc3)CC2)nnc1-c1ccncc1	2	90	7	1	-1	.	0	101	-0.9	.
CN(C)c1ccc(/C=N/NC(=O)CN2CCN(c3ccc(F)cc3)CC2)cc1	.	104	14	4	-32	5	8	104	-1.5	-1
O=C(c1ccccc1NS(=O)(=O)c1cccc([N+](=O)[O-])c1)N1CCOCC1	-12	103	3	8	-27	-11	-1	96	-1.7	2
Cc1ccc(N2CC(C(=O)Nc3nnc(SCC(=O)Nc4cc(C)on4)s3)CC2=O)cc1 (centres undefined)	.	85	2	7	-35	2	-2	86	-2.9	-4
CC(C)(C)c1ccc(NC(=O)COC(=O)CCN2C(=O)c3cccc([N+](=O)[O-])c3C2=O)cc1	.	93	0	.	-20	-5	2	81	0.3	3
CCCCCC1CC(=O)N(Cc2ccccc2)C(=O)N1 (centres undefined)	3	96	5	30	-44	-9	3	77	-2.3	-1
Cc1ccc(C(=O)COC(=O)c2cnccn2)cc1	-24	97	10	8	-22	-8	3	95	-1.6	0
CCOC(=O)c1cnc2ccc(Cl)cc2c1NCCN(C)C	-1	89	-1	30	-40	.	4	82	-1.1	.
O=C(Nc1ccc(Cl)cc1)C(c1ccccc1)N(CCO)CCO (centres undefined)	-1	100	0	8	-13	-23	0	103	-2.3	-2
CCC(C)C(NC(=O)OC(C)(C)C)C(=O)NC(C(=O)N1CCCC1C(N)=O)C(C)CC (centres undefined)	.	94	3	2	-19	2	-1	94	-0.9	0
CCOC(=O)c1c(C)nc2c(c1-c1ccccc1)C(=O)CC(C)(C)C2	24	86	4	14	-34	0	2	82	-3.6	.
CCOC(=O)c1cnc(SCC(=O)Nc2cc(C(F)(F)F)ccc2N2CCOCC2)nc1N	23	76	3	8	-31	-10	1	76	-1.5	6
COC(=O)c1ccc(Cl)c(NC(=O)CN2CCN(Cc3ccccc3)CC2)c1	-7	91	-10	36*	-8	-5	0	96	-2.2	-1
O=C(Oc1ccccc1)c1ccccc1OS(=O)(=O)c1ccccc1	-2	97	-7	13	-48	-11	0	96	0.2	1
COc1ccccc1NS(=O)(=O)c1cccc(C(=O)N/N=C/c2ccc(N3CCOCC3)cc2)c1	-19	91	6	9	-6	0	-2	90	-3.9	-6
Cc1cc(NC(=O)C2(c3ccccc3)CCCC2)no1	9	97	0	3	1	-21	1	85	-1.5	2
Cc1c(NC(=S)NC(=O)C2CCCCC2)c(=O)n(-c2ccccc2)n1C	24	102	0	3	-50	6	1	93	0.5	-15

Compounds as they come; 6.1% or so of the library scored in one or more.
